# pAkt inh – HTS Assay for Inhibitors of Akt Phophorylation: Primary Screen | AID 651550, 2012 | activity change, % for hits at 50 µM | Neuro2A IGF-stimulated pAkt S473 HTRF, 20 min; stronger effect = lower value | actives 0.32% (n = 360,000); in the data active = activity change below about -80%; inconclusive = mostly about -51% to -80%; note: % is set by controls: 0 for no effect and ±100 for the full control effect
#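 Neuro2A cells (4,500/well, DMEM with 0.5% FBS) were treated with compound at a single 50 µM final concentration, stimulated with 6 nM IGF for 20 min at 37 °C, and lysed. Phospho-Akt Ser473 was read by HTRF as 665/615 ratio ×10^4.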
# PTHR1 ag – qHTS for PTHR1 Agonists: Primary Screen. HEK293 GP2 PTHR1 cells, GloSensor cAMP luminescence, 1 h. Potency, µM (titrated, usually from 115 µM), inactives show at the top dose activation, usual class: activators. actives 0.075% (n = 410,000). AID 743266, 2014; note: potency is the fitted concentration of half-maximal effect; nearly all actives have a fitted effect of over 55% in size; some results filed as inactive show a strong effect at the top dose; inactives centre near -15; many of its hits are not listed in these tables
# Target sequence (Q03431 whole entry, looked up): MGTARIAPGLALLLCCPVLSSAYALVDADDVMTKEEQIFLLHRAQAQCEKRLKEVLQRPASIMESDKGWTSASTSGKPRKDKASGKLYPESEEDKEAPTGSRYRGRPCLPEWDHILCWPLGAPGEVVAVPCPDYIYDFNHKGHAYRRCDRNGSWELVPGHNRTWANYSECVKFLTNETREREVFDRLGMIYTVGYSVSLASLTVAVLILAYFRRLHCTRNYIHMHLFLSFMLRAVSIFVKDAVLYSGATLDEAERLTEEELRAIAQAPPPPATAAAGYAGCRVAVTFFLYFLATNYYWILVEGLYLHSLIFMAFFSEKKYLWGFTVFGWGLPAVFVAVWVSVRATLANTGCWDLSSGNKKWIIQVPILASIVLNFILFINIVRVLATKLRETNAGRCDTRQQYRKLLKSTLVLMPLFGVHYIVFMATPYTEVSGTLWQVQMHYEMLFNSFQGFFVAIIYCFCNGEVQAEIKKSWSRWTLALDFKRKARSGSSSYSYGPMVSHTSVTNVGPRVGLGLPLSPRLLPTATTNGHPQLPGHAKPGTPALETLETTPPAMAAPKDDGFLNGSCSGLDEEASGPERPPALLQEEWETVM
#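 HEK-293-derived GP2 cells expressing PTHR1 and a GloSensor cAMP reporter, 3,000/well, plated overnight, given luciferin plus IBMX (each 0.5 mM as added) for 1 h at 37 °C, then compound for 1 h at 37 °C. Luminescence was read after 15 min at room temperature.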
# EPAC2 antag – qHTS for Antagonist of cAMP-regulated guanine nucleotide exchange factor 2 (EPAC2): primary screen; EPAC2 GEF exchange of Rap1B-BODIPY-GDP, fluorescence; actives 0.18% (n = 360,000); AID 720708, 2013; Rap guanine nucleotide exchange factor 4 (Homo sapiens), Q8WZA2; Potency, µM (titrated, usually from 114 µM), for the others: at the highest dose activity, negative = inhibition, usual class: inhibitors; note: potency is the fitted concentration of half-maximal effect; % is set by controls: 0 for no effect and ±100 for the full control effect; nearly all actives have a fitted effect of over 45% in size; many of its hits are not listed in these tables
# CCT chaperon mod – High-Throughput Screening for Modulators of Cytosolic Chaperonin Activity; purified chaperonin ATPase assay, HTRF ADP detection, 30 min; activity change, % (test concentration not listed), hits read low; actives 0.3% (n = 360,000); in the data active = activity change below about -30%; note: % is set by controls: 0 for no effect and ±100 for the full control effect
#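 Enzyme 40 or 20 nM (batch-dependent) in Tris pH 7.4/KCl/MgCl2/DTT; cpd 76 uM single point; ATP 10 uM; 30 min 37 °C; Transcreener ADP HTRF detection, 30 min RT; ratio 665/615.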
# D3 antag – qHTS of D3 Dopamine Receptor Antagonist: qHTS; actives 2.5% (n = 360,000); D(3) dopamine receptor (Homo sapiens), P35462; max response, negative = inhibition, %; AID 652054, 2013; D3R cells, DiscoveRx beta-arrestin luminescence, antagonist mode; stronger effect = lower value; in the data active = max response below about -50%; inconclusive = no clear call, values can overlap the other calls; note: % is set by controls: 0 for no effect and ±100 for the full control effect; mostly tested at two doses, the higher about 12 µM
# Target sequence (P35462 whole entry, looked up): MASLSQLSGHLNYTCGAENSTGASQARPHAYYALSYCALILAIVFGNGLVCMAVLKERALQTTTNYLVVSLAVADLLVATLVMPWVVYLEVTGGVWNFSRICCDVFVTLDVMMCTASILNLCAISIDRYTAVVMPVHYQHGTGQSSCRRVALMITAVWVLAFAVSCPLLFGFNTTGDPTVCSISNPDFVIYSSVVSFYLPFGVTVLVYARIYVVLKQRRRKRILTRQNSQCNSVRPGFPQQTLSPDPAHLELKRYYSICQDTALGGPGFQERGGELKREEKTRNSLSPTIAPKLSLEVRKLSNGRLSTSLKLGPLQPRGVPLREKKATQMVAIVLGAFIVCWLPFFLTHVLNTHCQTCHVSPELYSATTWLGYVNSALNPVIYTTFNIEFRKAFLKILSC
#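 Cells expressing the human receptor were seeded at 1500 cells/well, incubated overnight at 37 degrees C in 5% CO2, then exposed to library compounds with dopamine controls for 90 minutes at 37 degrees C before luminescent detection.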
# DRD3 agonist – qHTS of D3 Dopamine Receptor Agonist: qHTS; D(3) dopamine receptor (Homo sapiens), P35462; D3R DiscoveRx beta-arrestin cells, luminescence, 90 min; max activation, %; actives 0.58% (n = 410,000); AID 652048, 2013; in the data active = max activation above about 30%; note: 0% is about no effect; mostly tested at two doses, the higher about 12 µM
#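 Cells at 1500/well, incubated overnight, then treated with pinned compounds (dopamine as control) for 90 min at 37 degrees C. DiscoveRx reagent added for 30 - 60 minutes at room temperature; luminescence read.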
# EPAC2 agonist – qHTS for Agonist of cAMP-regulated guanine nucleotide exchange factor 4 (EPAC2): primary screen | Rap guanine nucleotide exchange factor 4 (Homo sapiens), Q8WZA2 | EPAC2 activation, biochemical qHTS; response scale: 100% = 6.5 mM cAMP response | Potency, µM (top dose mostly 154 µM), without a hit: top-dose activation, most hits filed as activators | actives 0.079% (n = 360,000); note: potency is the fitted concentration of half-maximal effect; nearly all actives have a fitted effect of over 50% in size
#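 Compounds were added across a concentration range to EPAC2 (100 nM), RAP1B-BODIPY-GDP (250 nM) and GDP (50 uM). After 5 min at room temperature, fluorescence was recorded at 5-min intervals for 30 min.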
# MmCpn inh – Inhibitors of TCP-1 ring complex (TRiC) of Methanococcus maripaludis (MmCpn): qHTS; actives 0.031% (n = 330,000); purified Mm-Cpn ATPase, ADP Transcreener TR-FRET; Potency, µM (highest dose often 76.9 µM), for the others: at the highest dose activity, negative = inhibition, usual class: inhibitors; AID 504842, 2011; note: potency is the fitted concentration of half-maximal effect; % is set by controls: 0 for no effect and ±100 for the full control effect; nearly all actives have a fitted effect of over 80% in size
#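 Inhibition of chaperonin ATP hydrolysis is measured as reduced ADP production, detected by competitive TR-FRET in which signal falls with ADP. Final enzyme 25 nM and ATP 10 uM, reacted 30 min at 37°C.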
# Starred values were filed as active, the others as inactive; i = inactive; ? = inconclusive; / = not tested or not shown; ! = repeats disagree; [ ] = remark or other dose. Unless noted, calls come from the whole dose curve; as a rule, active = well fitted curve in the direction sought with a large enough effect; inconclusive = small, poorly fitted or top-dose-only effect, or another doubt; inactive = no such curve, though single readings can be large; an effect the other way counts as inactive or inconclusive.
SMILES,pAkt inh,PTHR1 ag,EPAC2 antag,CCT chaperon mod,D3 antag,DRD3 agonist,EPAC2 agonist,MmCpn inh
COc1ccc(Cl)cc1C(=O)NNC(=O)COC(=O)c1cccs1,i,-11%,-5%,-2.0,-3,-16,8%,1%
Cc1nc2scc(C)n2c(=O)c1S(=O)(=O)NCc1ccccc1,i,i,5%,-1.3,-5,2,-2%,-7%
O=C(CSc1nc2c(cnn2-c2ccccc2)c(=O)[nH]1)NC1CCS(=O)(=O)C1 (stereo not drawn),i,i,0%[57.1 µM],0.4,18,2,6%,2%
Cc1ccc(S(=O)(=O)N2CC(=O)N3CCN(CCN)C3C2)cc1 (stereo not drawn),i,23%,-4%,1.2,-14,-5,-3%,-1%
Cc1nnc(SC(C)C(=O)Nc2ccc(Cl)cn2)n1Cc1ccccc1 (stereo not drawn),i,i,20%,1.5,?,-23,10%,1%
O=C(Nc1ccc2nc(-c3ccccc3)[nH]c2c1)c1cccs1,i,i,-3%,1.6,-17,-11,22%,-2%
COC(=O)c1ccc(CSc2nc3ccc(Cl)cc3[nH]2)o1,i,-42%[inhibitor],-21%,-4.6,-12,-11,15%,3%
COc1cc(C(O)c2nc(-c3cccc(C(=O)O)c3)cs2)ccc1F (stereo not drawn),i,-14%,-7%,1.0,6,-2,0%,/
Cn1cc(CN2CCN(c3ccccc3)CC2)c2ccccc21,i,i,-6%,-5.2,-79*,-49,1%,-5%
CCOC(=O)[C@]12CCCC=C1N(CCc1ccc(OC)c(OC)c1)C(=O)[C@H](CC(=O)N1CCCC1)C2,i,0%,14%,/,-18,-18,5%,/
N#Cc1ccccc1Sc1ccccc1C(=O)N1CCOCC1,i,i,0%[57.1 µM],-3.6,17,-2,6%,-3%
CCCCC(=O)N(Cc1ccc2c(c1)OCO2)Cc1nc2ccccc2c(=O)[nH]1,i,i,0%,-1.0,9,3,1%,4%
Cc1cccc(NS(=O)(=O)c2cc(C(=O)OCC(=O)Nc3cc(C)on3)ccc2C)c1,i,-25%,-3%,-0.2,-24,-8,4%,1%
O=C(O)c1cc([N+](=O)[O-])ccc1NCc1ccccc1,i,-22%,-12%,-1.5,0,-6,4%,0%
CN(C(=O)c1ccccc1-c1ccccc1C(=O)O)c1ccccc1,i,-34%[inhibitor],-2%,-3.3,-17,-4,9%,0%
O=C(CN1CCCCCC1)Nc1ccc(Br)cn1,i,-94%[inhibitor],16%,2.4,-5,-14,8%,-4%
COc1ccc(OCc2n[nH]c(=S)n2N)cc1,i,i,4%,-0.3,-13,4,4%,0%
COc1cccc(NC(=O)CSc2nc(C)cs2)c1,i,-21%,10%,-1.2,?,0,8%,0%
O=C1c2ccccc2C(=O)N1CCCCCCc1ccccc1,i,-22%,-16%,-0.2,5,0,3%,1%
COc1ccc2cc3cc(C(=O)NCCCN4CCC(C)CC4)oc3nc2c1,i,-16%,5%,-1.2,-58*,-15,9%,-23%
C=C1CCN(c2ccc(C(=O)NCc3ccc(OC)cc3)cc2[N+](=O)[O-])CC1,i,-28%,2%,-2.6,?,-20,7%,/
O=C1OC(CO)CN1Cc1ccccc1 (stereo not drawn),i,i,6%,-1.9,-6,-2,20%,1%
CN(C)c1ccc(C(=O)OCC(=O)Nc2cccc(S(=O)(=O)N3CCCC3)c2)cc1,i,-18%,3%,1.3,-14,-15,6%,-14%
CCCC(=O)N1CCN(c2ccc(NC(=O)c3ccc([N+](=O)[O-])o3)cc2Cl)CC1,i,-26%,-11%,-0.1,?,-4,12%,0%
CC(NC(=O)c1cccc(S(=O)(=O)N2CCc3ccccc3C2)c1)c1ccco1 (stereo not drawn),i,-4%,8%,-2.5,5,-4,-5%,0%
CC/C(=C(/c1ccccc1)c1ccc(OCC[N+](C)(C)C)cc1)c1ccccc1,i,-4%,-3%,-1.5,1,0,-5%,/
Cc1ccc(CN2CCN(Cc3cccn3-c3ccccn3)CC2CCO)o1 (stereo not drawn),i,0%,7%,2.3,-22,2,3%,-1%
Cc1ccsc1C(=O)NNC(=O)C1C2C=CC(C2)C1C(=O)O (stereo not drawn),i,i,-3%,-4.6,-11,-2,0%,4%
Cn1ncc([N+](=O)[O-])c1C(=O)Nc1ccc(-c2nc3ccccc3o2)cc1,i,-11%,-4%,-1.4,0,7,1%,2%
COc1ccc(CN(CC2CCCO2)C(=O)CN2C(=O)COc3ccccc32)cc1OC (stereo not drawn),i,-3%[57.5 µM],4%,-1.4,-24,5,-2%,0%
CCOC(=O)C1(CCOc2ccccc2)CCN(Cc2ccc(O)c(OCC)c2)CC1,i,-18%,-14%,-0.7,?,-24,1%,-4%
O=C(OCC(O)CO)c1ccccc1Nc1ccnc2cc(Cl)ccc12 (stereo not drawn),i,11%,19%,-5.1,49,46*!,0%,0%
CCCc1cc(=O)[nH]c(SCC(=O)Nc2cccc3ccccc23)n1,i,-4%,-13%,-0.4,8,7,-1%,-1%
Cc1nn(CCO)c2ncc(C(=O)c3cc(F)ccc3O)cc12,i,-7%,13%,-0.5,4,4,4%,-14%
O=C(NCc1ccco1)c1ccc(Cl)s1,i,i,-2%,-0.6,-3,5,9%,-2%
COc1ccc(N(CC(=O)Nc2ccccc2C(=O)NCCc2ccccc2)S(C)(=O)=O)cc1OC,i,i,5%,0.1,15,-32,8%,-14%
CC(=O)Oc1ccccc1Cn1c(C)c(C(=O)NCc2cccc([N+](=O)[O-])c2)sc1=O,i,-56%[inhibitor],3%,-5.0,?,-6,8%,/
Cc1ccc(N2C(=O)C(NC(=O)c3c(F)cccc3F)(C(F)(F)F)C3=C2CC(C)(C)CC3=O)cc1 (stereo not drawn),i,-56%[inhibitor],13%,-2.3,-7,-18,4%,-2%
Cc1ccc(-c2[nH]c(=O)n3ccncc23)s1,i,i,7%,4.0,?,-2,5%,?
CCSC1=N/C(=C\c2ccc3c(c2)OCO3)C(=O)S1,i,-38%,10%,-0.7,-8,1,-77%[inhibitor],2%

# Sorted by SMILES length (lowest first): part of the list above.
SMILES,pAkt inh,PTHR1 ag,EPAC2 antag,CCT chaperon mod,D3 antag,DRD3 agonist,EPAC2 agonist,MmCpn inh
O=C1OC(CO)CN1Cc1ccccc1 (stereo not drawn),i,i,6%,-1.9,-6,-2,20%,1%
COC(=O)c1ccc(CSc2nc3ccc(Cl)cc3[nH]2)o1,i,-42%[inhibitor],-21%,-4.6,-12,-11,15%,3%
Cc1ccc(S(=O)(=O)N2CC(=O)N3CCN(CCN)C3C2)cc1 (stereo not drawn),i,23%,-4%,1.2,-14,-5,-3%,-1%

# Next records:
SMILES,pAkt inh,PTHR1 ag,EPAC2 antag,CCT chaperon mod,D3 antag,DRD3 agonist,EPAC2 agonist,MmCpn inh
CCOC(=O)CSc1nc2ccccc2c(=O)n1CC(C)C,i,-9%,?,-1.2,-12,9,8%,-2%
CC1=NN(C(N)=S)C(=O)C1N=Nc1cccc(C)c1 (stereo not drawn),i,-15%,20%,0.2,-18,3,8%,0%
CCOC(=O)c1c(C)oc2c1C(=O)c1ccccc1C2=O,i,-20%,6%,-2.9,-5,-8,9%,-1%
Cc1ccc([N+](=O)[O-])cc1-c1ccc(/C=N/NC(=O)c2cc3c(ccc4ccccc43)o2)o1,i,i,0%[57.1 µM],-1.2,-1,-3,-11%,0%
CC(NC(=O)c1ccccc1F)C(=O)O (stereo not drawn),i,-13%,10%,-2.0,7,10,1%,0%
Cc1ccc(Cn2nc(C)c3cc(C(=O)OCC(N)=O)sc32)cc1,i,-10%[57.5 µM],0%,-7.3,0,4,0%,0%
COc1ccc(NC(=O)CSc2nnc(-c3cnccn3)n2C)cc1OC,i,i,1%,-0.4,-3,5,4%,5%
O=C(Nc1sc2c(c1-c1nc3ccccc3[nH]1)CCCC2)C1CCCC1,i,i,3%,-4.2,35,4,-7%,-20%
O=C(COC(=O)COc1cccc(Br)c1)NCc1ccc2c(c1)OCO2,i,-57%[inhibitor],10%,0.0,5,2,6%,0%
Cc1sc(NC(=S)NC(=O)c2cccs2)nc1-c1ccc(C(C)C)cc1,/,5%[57.5 µM],-2%,-3.1,-16,-4,2%,2%
O=C1C(=O)N(c2ccccc2)c2ccccc21,i,i,-7%,-0.2,-22,-15,9%,-2%
CN(C)CC/C=C1\c2ccc(F)cc2Sc2cc(F)c(Cl)cc21,i,-24%,4%,0.2,-101*,-18,7%,/
Cc1ccc(CS(=O)Cc2ccc(C(=O)N3CCN(C4CCCCC4)CC3)o2)cc1 (stereo not drawn),i,i,5%,2.0,-21,-10,-4%,1%
COC(=O)c1[nH]c2ccccc2c1NC(=O)CN1CCCCCC1,i,i,1%,-1.9,-53*,8,-6%,0%
COc1ccc(NC(C)=O)cc1S(=O)(=O)N1CCN(C/C=C/c2ccccc2)CC1,i,-25%,?,-0.8,-17,-9,11%,0%
O=C(Nc1ccc2oc(-c3ccccc3F)nc2c1)c1ncn[nH]1,i,-80%,-2%,-2.0,0,1,3%,-1%
Cc1ccc2[nH]c3c(NCCN4CCOCC4)ncnc3c2c1,i,9%,13%,2.1,21,1,2%,2%
Cc1cc(C)cc(N(C(=O)CNC(=O)c2ccco2)C(C(=O)NC2CCCC2)c2ccncc2)c1 (stereo not drawn),i,i,10%,-3.5,?,-15,7%,0%
CC(=O)c1ccc2noc(-c3cccc(F)c3)c2c1,i,i,-1%,-4.3,14,20,-5%,-4%
O=C(Cc1ccc2c(c1)OCCO2)N1CCN(S(=O)(=O)c2ccccc2C(F)(F)F)CC1,i,-15%,0%,-2.7,12,3,3%,2%
COc1ccc(C(=O)c2c3ccc(OC)cc3[n+]([O-])n2CCCC(N)=O)cc1,i,i,-9%,-1.3,27,5,5%,-4%
CS(=O)(=O)c1ccc(NC(=O)c2cccc(-n3cnnn3)c2)cc1,i,-11%,-10%,-2.7,-4,-7,1%,0%
Cc1ccccc1C(=O)NNC(=O)CSc1nc2ccccc2c(=O)[nH]1,i,-1%,4%,2.0,5,0,4%,0%

# From PubChem BioAssay

# This is a subset (hit frequency here may not be typical).
